CAL PDZ FP-1 – blocks peptide binding to the human CAL PDZ domain. inhibition, % at 24.9 µM. 300,000 tested, 0.92% active. AID 602252. Q9HD26. purified CAL PDZ, TMR-peptide fluorescence polarization, 1 h;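 active = mean inhibition of at least 30% with at least half of replicates also reaching 30%; inconclusive = no clear call, values can overlap the other calls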;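 note: 0% = DMSO neutral control and 100% = excess unlabeled competitor peptide PRC23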
Tat export inh – E. coli Tat transport inhibition; AID 488895; 340,000 tested, 0.036% active; E. coli MC4100 TorA-mCherry Tat export, fluorescence; inhibition, % at 10 µM;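 active = mean replicate inhibition at least 50% and at least half of replicates individually reaching 50%; inconclusive = only one of the two criteria met; inactive = neither criterion met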;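 note: exported cargo escapes ClpAP degradation while cytoplasmic cargo is degraded and loses fluorescence; 0% = median of neutral control wells and 100% = median of NaSCN control wells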
V-ATPase pHluor – yeast V-ATPase proton transport regulation by pHLuorin; 350,000 tested, 0.37% active; AID 504577; response, % at 10 µM; S. cerevisiae, pHLuorin cytosolic pH fluorescence; in the data active = response mostly above about 7.3%, no sharp cut-off; inactive = mostly below about 5.4%; note: actives read high; inactives centre near 0; some compounds called inactive have numbers as strong as hits
CDK5 p35 inh – blocks human CDK5/p35 kinase activity; Recombinant CDK5/p35, ADP-Glo luminescence, 60 min; inhibition, % at 10 µM; 330,000 tested, 0.01% active; AID 488839;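 active = highest replicate inhibition of at least 50% and at least 75% of replicates reaching 50%; inconclusive = only one of the two criteria met; inactive = both criteria failed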;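 note: plate controls were DMSO neutral control for no effect and GW8510 at 10 µM for full effect; many of its hits are not listed in these tables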
Target sequence (Q00535 whole entry, looked up): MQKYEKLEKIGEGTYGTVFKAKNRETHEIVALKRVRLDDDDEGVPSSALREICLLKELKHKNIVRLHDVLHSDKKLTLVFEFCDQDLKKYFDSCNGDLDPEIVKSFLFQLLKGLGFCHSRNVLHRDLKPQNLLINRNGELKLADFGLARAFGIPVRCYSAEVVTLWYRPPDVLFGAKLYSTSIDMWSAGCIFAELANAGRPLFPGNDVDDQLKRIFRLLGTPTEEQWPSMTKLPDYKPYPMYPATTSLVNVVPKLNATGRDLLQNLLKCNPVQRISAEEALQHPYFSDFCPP
Target sequence (Q15078 whole entry, looked up): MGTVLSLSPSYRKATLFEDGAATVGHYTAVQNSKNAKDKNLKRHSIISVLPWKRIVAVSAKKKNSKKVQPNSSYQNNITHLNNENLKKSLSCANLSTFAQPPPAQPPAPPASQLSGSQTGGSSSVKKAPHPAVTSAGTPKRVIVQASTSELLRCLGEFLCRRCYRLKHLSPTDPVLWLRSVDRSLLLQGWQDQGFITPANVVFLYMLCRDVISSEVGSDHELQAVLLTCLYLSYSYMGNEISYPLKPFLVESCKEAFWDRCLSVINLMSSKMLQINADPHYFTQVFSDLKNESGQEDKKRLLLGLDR
Rtt109 Vps75 – C. albicans Rtt109 histone acetyltransferase inhibition; purified Rtt109/Vps75, ThioGlo CoA-SH fluorescence, 4 h; 330,000 tested, 0.16% active; Q5AAJ8; AID 540336; inhibition, % at 34.9 µM;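 active = inhibition of at least 50% in every replicate; inconclusive = best replicate reaches 50% inhibition but some replicates fall short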
Target sequence (Q5AAJ8 whole entry, looked up): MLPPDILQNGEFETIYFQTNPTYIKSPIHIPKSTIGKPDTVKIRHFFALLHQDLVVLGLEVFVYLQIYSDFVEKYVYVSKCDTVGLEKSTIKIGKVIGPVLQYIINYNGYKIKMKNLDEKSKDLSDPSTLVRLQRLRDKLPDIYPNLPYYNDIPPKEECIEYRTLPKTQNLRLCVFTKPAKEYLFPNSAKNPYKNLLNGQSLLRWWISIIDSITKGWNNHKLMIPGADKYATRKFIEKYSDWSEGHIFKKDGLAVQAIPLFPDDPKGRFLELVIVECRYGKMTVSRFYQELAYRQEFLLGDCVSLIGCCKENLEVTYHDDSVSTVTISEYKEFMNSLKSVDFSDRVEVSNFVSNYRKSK
Wnt bcat act – activates Wnt/beta-catenin signaling in a reporter cell assay. activator, plate reader. activation, % at 9.35 µM. 300,000 tested, 1.2% active; in the data active = activation above about 30%, passing the limit was not always enough; inconclusive = no clear call, values can overlap the other calls;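 note: 0% = neutral control wells and 100% = positive control wells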
CAL PDZ FP-2 – inhibitors of human CAL PDZ peptide binding. Q9HD26. purified CAL PDZ, TMR-peptide fluorescence polarization, 1 h. inhibition, % at 20 µM. 330,000 tested, 0.02% active. AID 504414;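 active = highest replicate inhibition of at least 40%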;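 note: plate controls were DMSO neutral control wells for no effect and unlabeled competitor peptide control wells for full effect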
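material = purified tagged CAL PDZ domain construct (CerCALP) | buffer or medium = sodium phosphate/NaCl buffer pH 7.4 with TCEP, IgG, Thesit | reagent = TMR-labelled reporter peptide T*-PRC34 bound in PDZ groove | incubation = 1 h room-temperature incubation prior to read | measured by = fluorescence polarization (mP) | evaluation = percent inhibition from loss of millipolarization | control set = unlabelled peptide and DMSO controls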
MITF TRPM1 HTS – MITF TRPM1 promoter activation in melanoma cells. SK-MEL-5 TRPM1-promoter luciferase, 24 h; % of positive control, neutral wells = 0. activation, % at 12.5 µM. 300,000 tested, 0.75% active;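 active = mean activation of at least 80% with every replicate also reaching 80%; inconclusive = mean reaches 80% but some replicate falls short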;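 note: 0% = neutral control wells and 100% = parthenolide positive control wells; values of inactives mirror those of a sister screen read the other way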
RTF Ca sens act – cardiac RTF calcium sensitization | 340,000 tested, 0.24% active | activation, % at 7.2 µM | P19429+P45379 | IANBD-labeled TnC RTF fluorescence at EC20 calcium; 0% EC20 calcium, 100% full calcium | AID 493008;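 active = activation above the mean over all tested compounds plus 3 SD, cut at about 30% in these data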;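 note: rise in fluorescence read as greater calcium sensitivity of cardiac thin filaments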
dFosB activator – enhances mouse delta FosB homodimer DNA binding. P13346. purified delta FosB, TAMRA-CDK5 oligo fluorescence polarization; percent of positive-control signal above neutral wells. activation, % at 25 µM. 340,000 tested, 0.99% active. AID 493131;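 active = mean activation above about 17%, with every replicate also reaching it, limit read from the data, passing the limit was not always enough; inconclusive = only one of the two conditions met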;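 note: fluorescence polarization rise as delta FosB binds a TAMRA Cdk5 AP-1 oligo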
Starred values were filed as active, the others as inactive; ? = inconclusive; · = no result given.

SMILES	CAL PDZ FP-1	Tat export inh	V-ATPase pHluor	CDK5 p35 inh	Rtt109 Vps75	Wnt bcat act	CAL PDZ FP-2	MITF TRPM1 HTS	RTF Ca sens act	dFosB activator
CCOC(=O)CSc1nnc(CNC(=O)c2ccc(OC)cc2OC)n1C	-3	-19	-1	-1.7	12	·	-3.0	0	5	0
CCN(CC(=O)Nc1c(F)cccc1F)C(=O)c1ccc(OCc2c(C)noc2C)cc1	-7	8	-3	2.1	1	-1	0.6	-5	0	1
COc1cccc(NC(=O)CSc2ncc(S(=O)(=O)c3ccccc3)c(=O)[nH]2)c1	9	13	-5	0.2	-8	0	-0.1	-5	6	-8
Cn1c(C(=O)NCc2cccs2)cc2c(=O)n(C)c3ccccc3c21	·	?	-1	1.7	13	-2	-0.4	15	2	-13
Cc1ccc(C(=O)NCCNC(=O)CN2CCCC2)cc1	1	-6	0	-2.1	-1	-4	-1.0	·	6	-1
Cc1cccc(C)c1OCC(=O)Nn1c(COc2ccccc2)nc2ccccc2c1=O	-3	-4	6	-3.7	0	-5	-0.8	-3	9	-3
CCOC(=O)CCc1c(C)nc2c(c(C)nn2-c2ccccc2)c1C	2	1	1	1.4	2	6	-0.7	-8	-5	-4
CC(=O)C(Cc1ccc(Cl)nc1)Cc1ccc(Cl)nc1	-2	-4	-2	-0.9	2	-1	0.4	-4	-1	2
Cn1c(N)c(C(=O)COC(=O)c2cccc(S(=O)(=O)N3CCOCC3)c2)c(=O)n(C)c1=O	1	18	-5	2.3	3	-1	-0.2	4	4	-3
N#Cc1nc(COc2ccc(Br)cc2)oc1N1CCCCCC1	·	36	-1	-9.9	-1	-5	0.5	14	9	-9
COc1ccccc1NCC(=O)n1nc(C)cc1C	1	8	1	-0.1	3	0	-0.3	6	2	2
COc1cc(NC(=O)CCc2ccccc2)nc(OC)n1	·	-11	-4	-0.1	-5	17	-2.1	54	-3	0
COc1ccccc1N(C)S(=O)(=O)c1ccc(C(=O)OCC(=O)NCC(F)(F)F)cc1	-1	-5	-3	-1.0	-8	-2	-2.3	-6	-1	-5
Cc1ccccc1-n1nc2c(c1NC(=O)c1ccc(Br)o1)CSC2	-4	15	14	-0.8	-1	·	·	-2	-2	-11
Cc1oc(-c2ccccc2)nc1C(=O)OCC(=O)NCc1ccccc1	-3	-2	-1	0.0	6	-1	-0.5	2	-3	-12

3 compounds from above, sorted by number of heavy atoms, descending.
SMILES	CAL PDZ FP-1	Tat export inh	V-ATPase pHluor	CDK5 p35 inh	Rtt109 Vps75	Wnt bcat act	CAL PDZ FP-2	MITF TRPM1 HTS	RTF Ca sens act	dFosB activator
Cn1c(N)c(C(=O)COC(=O)c2cccc(S(=O)(=O)N3CCOCC3)c2)c(=O)n(C)c1=O	1	18	-5	2.3	3	-1	-0.2	4	4	-3
Cc1ccc(C(=O)NCCNC(=O)CN2CCCC2)cc1	1	-6	0	-2.1	-1	-4	-1.0	·	6	-1
CC(=O)C(Cc1ccc(Cl)nc1)Cc1ccc(Cl)nc1	-2	-4	-2	-0.9	2	-1	0.4	-4	-1	2

Continued.
SMILES	CAL PDZ FP-1	Tat export inh	V-ATPase pHluor	CDK5 p35 inh	Rtt109 Vps75	Wnt bcat act	CAL PDZ FP-2	MITF TRPM1 HTS	RTF Ca sens act	dFosB activator
CC(C)CN(CC(C)C)CC(O)COc1ccccc1Br (stereo unspecified)	2	-2	1	2.5	3	-3	0.4	10	-1	-1
O=S1(=O)CCC(n2nccc2-c2ccccc2)C1 (stereo unspecified)	0	-7	1	1.6	-8	-1	0.2	0	0	1
Cc1cccc(C(=O)Nc2nnc(S(=O)(=O)N(C)Cc3ccco3)s2)c1	2	-4	0	-1.7	-6	5	-0.5	10	-1	-16
C=CCOC(=O)C1=C[C@H](c2ccc(Br)cc2)C[C@H](OCc2ccc(CO)cc2)O1	-4	12	-3	-0.2	1	-1	0.0	12	4	-9
COc1ccccc1CNC(=O)[C@H](C)NC(=O)C1CCN(C(=O)[C@@H](N)CCSC)CC1	-1	1	0	-1.9	-1	-1	0.6	4	3	3
COC(=O)c1ccccc1NC(=O)/C=C/c1ccco1	-3	-13	-3	0.3	1	0	-1.1	-6	-2	1
CC(O)(c1cccs1)C(C(=O)O)c1ccccc1 (stereo unspecified)	·	-10	3	-1.2	-5	-3	-0.4	17	2	-3
N/C(=N\OC(=O)c1ccc(Cl)cc1[N+](=O)[O-])c1cccnc1	-4	-6	1	1.8	3	37*	-0.7	·	2	5
O=C1Nc2cc(Cl)c(Cl)cc2N(O)N1c1ccccc1Cl	-3	3	-3	0.1	-1	-9	-0.4	3	-3	-1
Cc1ccc2c(N)c(C)ccc2c1	-4	-1	-4	0.0	-1	-1	0.6	13	0	-1
Cc1onc(-c2ccccc2Cl)c1C(=O)N1CCN(c2cccc(Cl)c2)CC1	·	-4	0	1.3	1	-12	-0.6	-18	-18	-9
O=C(CCCCl)NC(=S)Nc1ccc(CN2CCOCC2)cc1	1	8	-3	0.3	11	-3	-0.9	·	3	-10
CC(C)(C)c1nnc(NC(=O)c2cccnc2Cl)s1	-2	1	12	1.0	·	0	-2.1	-9	-6	-1
N#Cc1ccsc1NC(=O)COC(=O)c1ccc2ccccc2c1	0	-1	-2	2.7	8	16	-5.8	44	10	-7
CCOC(=O)N1CCN(C(=O)c2cccc(-n3c(=S)[nH]c4cc(Cl)ccc4c3=O)c2)CC1	1	-3	-4	-0.6	6	·	-0.9	-3	1	-6
Cn1c(=O)c2c(ncn2CC(=O)N/N=C/C=C/c2ccco2)n(C)c1=O	-2	-8	4	0.1	-14	0	-0.2	-16	6	-2
O=C(Cc1cccs1)NCCn1ccc2ccccc21	-2	7	6	2.7	-4	4	1.1	-2	2	5
F[B-](F)(F)c1cc2ccccc2s1	-11	7	2	1.0	1	-2	-0.9	-3	1	6
COc1ccc(N=Nc2c(C)n[nH]c2C)cc1	-8	-1	2	1.2	0	1	-5.6	11	-1	1
C=CSc1sc(Cl)c(N(C)C)c1[N+](=O)[O-]	-2	2	1	-0.6	1	0	0.9	11	-7	-1
CCCCC(=O)Nc1cccc(C(=O)N/N=C/c2ccc(OC)cc2OC)c1	-3	2	0	-0.4	15	-2	-1.9	-3	-6	-1
CCOC(=O)C1(Cc2cccc(OC)c2)CCCN(Cc2c(C)nn(C(C)C)c2C)C1 (stereo unspecified)	-5	-5	0	1.6	3	0	-0.3	-1	-2	-5
C1CCC2=NCCCN2CC1	0	-5	-1	0.2	-12	·	0.6	-3	-5	3
O=C(c1ccco1)N1CCN(Cc2cc(=O)c(OCc3cccc(Cl)c3)co2)CC1	-2	8	4	1.1	1	1	-2.9	4	12	-5
O=C1NC(c2cccc3ccccc23)Nc2ccccc21 (stereo unspecified)	-5	-3	0	0.1	14	-5	-1.0	-26	1	-11
O=C(C1CC1)N1CCc2cc(Br)c(S(=O)(=O)N3CCCCCC3)cc21	0	-1	0	-3.3	-1	-4	-1.3	4	-1	-9
CCSc1nnc(NC(=O)c2ccco2)s1	1	8	0	0.4	15	3	-0.6	24	-3	2
COc1ccccc1OCCn1cc(/C=N/NC(=O)c2ccncc2)c2ccccc21	1	11	7	0.2	-1	1	2.0	-3	1	-17
CS(=O)(=O)Nc1ccc(C(=O)NCc2ccco2)cc1	-3	4	5	0.2	1	·	-2.1	7	-4	1
O=C(COC(=O)c1ccc(Cl)c(S(=O)(=O)N2CCCC2)c1)NC1CCCC1	-6	-5	1	-0.7	2	·	·	-1	-4	3
Cc1cccc(OCC(=O)NNC(=O)Cn2c(=O)cnc3ccccc32)c1	·	1	-3	0.2	6	-4	0.5	-4	1	11
Cc1cc(C)cc(-c2nc(-c3ccncc3)no2)c1	·	-6	1	0.6	-2	7	-1.5	67	-3	-19
CCCCN=C(C)C1=C(O)CSC1=O	·	-1	-1	-0.9	2	·	0.0	4	-3	8
Clc1ccc(Nc2c3c(nc4ncnn24)CCC3)cc1	-3	1	-2	5.0	-3	-3	-0.9	-12	-6	2
CCCCn1c(N)c(N(CC)C(=O)c2cc(C)cc(C)c2)c(=O)[nH]c1=O	2	-3	-1	0.3	3	-1	-1.6	-5	-7	1
Cc1ccc(SC(C)C(=O)NCc2cccnc2)cc1 (stereo unspecified)	-1	3	-2	0.1	0	·	-0.9	-2	3	4
COc1ccc(C(=O)N(C)Cc2ccc(C)o2)cc1OC1CCN(C(C)=O)CC1	0	-9	-2	-2.8	3	-3	-1.9	13	2	-10
CCOC(=O)/C(=N\Nc1ccccc1Cl)N1CCN(c2ccccc2OC)CC1	-3	6	0	-1.7	-3	-2	-2.4	-10	6	-11
CCCOc1c(OC)cc(Cl)cc1C1NC(=O)NC(C)=C1C(=O)NCc1ccccc1 (stereo unspecified)	-3	-2	4	-2.6	-1	·	-2.5	-4	-2	-12
C=CCn1c(NC(C)c2cc(Cl)ccc2O)nc2ccccc21 (stereo unspecified)	·	-2	-2	0.7	6	0	-0.9	-5	-2	-11
S=C1NCN(Cc2ccco2)CN1c1cccc2ccccc12	·	10	7	0.4	-1	3	-1.0	·	5	-1
CN(C)c1nnnn1Cc1ccc(Cl)cc1Cl	4	-6	-2	-0.9	·	-5	-2.2	-9	2	-1
CN(Cc1ccccc1Cl)C(=O)C1CCC(=O)N(CCc2cccc(F)c2)C1 (stereo unspecified)	-2	-1	-1	-0.2	0	-2	-2.5	9	-2	-4
CCOC(=O)CN(C(=O)CSc1nnc(-c2ccncc2)n1CCCOC)c1ccccc1	-2	-7	-3	-0.6	3	·	-0.6	2	-1	1
Brc1cccc(CNCc2cccs2)c1	-5	-2	4	0.3	10	·	-0.2	-2	2	-2
Cc1ccc(S(=O)(=O)N2CCOCC2)cc1C(=O)OCC(=O)NCCc1ccc(F)cc1	-1	-3	0	0.9	-6	-1	-1.4	8	-6	-1
O=c1[nH]c(CSc2nnc(COc3ccccc3)n2-c2ccccc2)nc2ccccc12	-4	-2	4	-1.1	14	·	-2.7	8	8	-6
COc1ccc(N2CCN(C(=O)c3ccc(COc4ccc([N+](=O)[O-])cc4)o3)CC2)cc1	1	3	1	0.6	6	-3	-2.7	-9	-3	-2
COc1ccccc1NC(=O)Nc1nc(CC(=O)Nc2ccccc2F)cs1	-3	3	12	-0.3	8	-1	-4.5	-4	0	-7
O=C(NC(=S)Nc1cc(-c2nc3ccccc3[nH]2)ccc1Cl)c1ccc2c(c1)OCO2	17	-10	5	·	-7	26	-1.2	-53	10	-19
O=C(COc1nsnc1N1CCOCC1)Nc1ccc(Br)cc1	·	-5	-1	0.9	11	-3	-2.2	-7	5	-5
COc1ccc(/C=N/n2cnnc2SCc2ccccc2)cc1	-4	6	-3	2.1	8	-2	-3.1	-9	5	-17
C/C(CC(C)C)=N\NC(=O)Nc1ccccc1	-1	5	-1	-0.1	-7	-1	-0.1	-5	-4	0
COc1cc(C(=O)Nc2ccc3c(c2)C(=O)N(CCC(=O)O)C3=O)cc(OC)c1OC	-7	0	6	0.9	-3	0	-1.7	-4	3	2
CC(=O)c1c(C)n(CC(=O)NCc2ccco2)c2ccccc12	1	-3	5	1.9	-8	-1	-0.1	-4	3	-4

Screens as filed in PubChem BioAssay.
